Pf apPOL inh: Pf-apPOL inhibitors, biochemical, fluorescence; Plasmodium falciparum apicoplast DNA polymerase (apPOL); Recombinant Pf-apPOL, molecular beacon fluorescence, 1.5 h; inhibition, % at 10 µM; 210,000 tested, 0.25% active; AID 1794808, 2022
mHTT CaM bind: mutant huntingtin-calmodulin interaction inhibitors – biochemical, AlphaScreen, primary screen. P42858. AlphaScreen His-mHTT/GST-CaM binding, luminescence. inhibition, % at 15 µM. 190,000 tested, 3.6% active;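 further: 0% = both proteins with DMSO and 100% = one protein alone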
Starred values were filed as active, the others as inactive; . = no result given; & = joins results of further samples; ! = a repeat was not active. No stated cut-off is given here; in the data, active means inhibition above about 50%; inactive means the rest.

SMILES	Pf apPOL inh	mHTT CaM bind
CN1CCC(N)C2CCCCC21 (stereo not given)	.	-1
COc1ccc2c(c1)C1(CCN(C(=O)Nc3cccc(C)c3)C1)C(=O)N2 (stereo not given)	-5	8
O=C1NC(=O)C(=Cc2cccc(OCc3ccc(Cl)c(Cl)c3)c2)C(=O)N1	-3	-37
COc1ccc2c(c1)C1(CCN(C(=O)c3ccc(F)cc3)C1)C(=O)N2 (stereo not given)	0	10
CCCS(=O)(=O)N1CCCC(C(=O)N2CCC3(CC2)OCCO3)C1 (stereo not given)	-12	-5
COCCN1CCC(O)C2CCCCC21 (stereo not given)	.	-4
O=[N+]([O-])c1ccc(O)c(CN2CCN(c3ccccc3Cl)CC2)c1	-6	-4
Clc1ccc(CCNCc2ccccn2)c(Cl)c1	1	22
COc1ccc(CN2CCN(c3ccccc3)CC2)c(OC)c1	-7	8
COc1ccc(CCNCC2CCCO2)cc1 (stereo not given)	-8	0
O=[N+]([O-])c1cc(F)c(N2CCCC2)cc1N1CCNCC1	.	7
C1CCC(C23CC(CC4CCCNC42)C2CCCCN2C3)NC1 (stereo not given)	-12	.
O=[N+]([O-])c1cc(Cl)ccc1N1CCNCC1	-3	-1
CC12CCC3C(CC=C4CC(O)CCC43C)C1CC(=Cc1cccc(Cl)c1Cl)C2=O (stereo not given)	-4	-9
Fc1ccc(C2CCNC2)cc1 (stereo not given)	.	33
COc1ccc(CN2CCN(c3ccccc3Cl)CC2)cc1OC	-3	1
O=C(O)c1nn(Cc2ccc(Cl)cc2Cl)c2ccccc12	-3	.
COc1ccccc1N1CCN(Cc2cccc(Cl)c2)CC1	-2	0
CC(=O)N1CC(=O)Nc2ccc(Br)cc2C1c1ccccc1Cl (stereo not given)	-3	16
c1cc2c(cc1CCNC1C3CC4CC(C3)CC1C4)OCO2 (stereo not given)	-1	-1
COc1nc(NC(C)C)nc(NC(C)C)n1	-1	-8
COc1cc(OC)c(CN2CCN(c3ccccc3)CC2)cc1Br	0	-25
CN1CCC(c2c[nH]c3ccc(O)cc23)CC1	12	.
O=c1cccc2n1CC1CC2CN(S(=O)(=O)c2ccc(F)cc2)C1 (stereo not given)	-9&-5	2&-6
O=C(COc1ccccc1)N1CCN(Cc2ccccc2)CC1	1	3
COC(=O)C1C2c3ccccc3C(c3ccccc32)C1C(=O)OC (stereo not given)	-7	.
COc1cccc(CNC(=O)N2CCC3(C2)C(=O)N(C)c2ccc(OC)cc23)c1 (stereo not given)	4	0
COc1ccc(CC2C(=O)N(C)C(=O)N(C)C2=O)cc1OC	1	2
O=C(c1ccccc1)c1cc(Cl)ccc1NC(=O)C(F)(F)F	-4	-3
CCCCCCCC1C(C#N)=C(N)Oc2c1c(=O)oc1ccccc21 (stereo not given)	2	-4
Nc1nonc1N=[N+]([O-])c1nonc1N	.	-1
N=c1nc(-c2ccccc2)n(-c2ccccc2)s1	.	7
CCCN(CCO)C1CCCC(C)C1 (stereo not given)	-4	-4
C=CCOc1ccccc1CN(C)CCc1ccc(OC)c(OC)c1	-6	-2
CN1C(=O)C(C2c3ccccc3Oc3ccccc32)C(=O)N(C)C1=O	2	6
COc1ccc2c(c1)C1(CCN(S(=O)(=O)c3ccccc3)C1)C(=O)N2 (stereo not given)	-10	12
CSc1ccc(CN2CCN(c3ccccc3C)CC2)cc1	-4	2
CN[C@@H]1C[C@@H](c2ccc(Cl)c(Cl)c2)c2ccccc21	2	.
CCc1c(C(=O)O)nnn1Cc1cc(C)ccc1C	-3	2
CC1=NN=C(c2ccc(N)cc2)c2cc3c(cc2C1)OCO3	-10	.
COc1ccc(OC)c(NC(=S)N2CC3CC(C2)c2cccc(=O)n2C3)c1 (stereo not given)	-4	-3
C1CC(c2nc(C3CC3)n[nH]2)CCN1	-1	4
Fc1ccc(CCNCc2cccnc2)cc1	-3	3
CC1N=C(c2ccccc2)c2ccccc2N(CC(=O)N2CCCC2)C1=O (stereo not given)	-3	-2
OC(CN1CCC(c2c[nH]c3ccccc23)CC1)C(F)(F)F (stereo not given)	-10	.
Cc1ccc(N)c(C(=O)c2ccccc2)c1	1	34
COc1ccc(N2CCN(Cc3ccc(F)cc3)CC2)cc1	0	22
COc1cc(OC)c(OC)cc1CNCCc1cccc(Cl)c1	-2	2

In the list so far, 4 have four or more nitrogen atoms.
SMILES	Pf apPOL inh	mHTT CaM bind
O=[N+]([O-])c1cc(F)c(N2CCCC2)cc1N1CCNCC1	.	7
COc1nc(NC(C)C)nc(NC(C)C)n1	-1	-8
Nc1nonc1N=[N+]([O-])c1nonc1N	.	-1
C1CC(c2nc(C3CC3)n[nH]2)CCN1	-1	4

Other results
SMILES	Pf apPOL inh	mHTT CaM bind
[N-]=[N+]=NCCN1CCC(O)CCC1=O (stereo not given)	1	-2
O=[P@@]1(Oc2ccccc2)CC=C[C@@H](COCc2ccccc2)O1	-1	-6
COc1ccc(CN2CCN(c3ccccc3F)CC2)c(C)c1C	-2	-22
Fc1ccc(CN2CCN(Cc3ccccc3)CC2)cc1	-6	-2
CC(C)OC12Oc3ccccc3C=C1N1CCC2CC1 (stereo not given)	-4	8
O=S(=O)(c1ccc(Cl)cc1)C(Cl)Cl	-4&-1	-4&-14
CCOC(=O)c1c(NC(=O)C2C(C)(C)C2(C)C)sc2c1CCC2	.	0
O=[N+]([O-])c1ccc(NCCOc2ccccc2F)c2cccnc12	2&-5	0&17
OC1(c2ccccc2)CCNC1 (stereo not given)	-7	1
CCOC(=O)[C@]12Cc3ccc(C)cc3[C@H]1N(C1CCCCC1)C(=O)c1cc(OC)ccc12	0	-7
COc1ccc(OC)c(CNCCc2cccc(F)c2)c1	-2	-5
Cc1nc(C(=O)NC2CCCC2)c(C)n1C1CCN(C)CC1	-8	10

At a glance, 4 of the compounds above.
SMILES	Pf apPOL inh	mHTT CaM bind
CCCCCCCC1C(C#N)=C(N)Oc2c1c(=O)oc1ccccc21 (stereo not given)	2	-4
Nc1nonc1N=[N+]([O-])c1nonc1N	.	-1
N=c1nc(-c2ccccc2)n(-c2ccccc2)s1	.	7
CCCN(CCO)C1CCCC(C)C1 (stereo not given)	-4	-4

The list continues:
SMILES	Pf apPOL inh	mHTT CaM bind
CCCCCCCCc1[se]c2ccccc2c1[Se]c1ccccc1	-7	-13
Cc1cccc(N2CCN(Cc3ccc(Cl)cc3)CC2)c1C	-4	12
O=C(C1CCN(S(=O)(=O)N2CCOCC2)CC1)N1CCC2(CC1)OCCO2	-4	-7
O=Cc1cn(Cc2cccc(F)c2)c2ccccc12	-4	-12
Cc1ccc(-c2nc(N(C)C3CCN(C)CC3)c3ccccc3n2)cc1	-8	11
CC(C)CN(CC(C)C)S(=O)(=O)N1CCC(C(=O)N2CCC3(CC2)OCCO3)CC1	-20	6
COc1ccc(C=C2Oc3cc(OC(=O)N(C)C)ccc3C2=O)c(OC)c1	0	0
CC(C)N1CCN(Cc2ccc3c(c2)OCO3)CC1	13	-2
COc1ccc(CN2C(=O)NC(=O)/C(=C/c3ccc(O)c(O)c3)C2=O)cc1	6	12
CN(C(=O)Oc1ccc(OC(=O)N(C)c2ccccc2)cc1)c1ccccc1	-3	-4
Cc1ccc(-c2nc3ccccc3c(=O)n2-c2cccnc2)cc1	-8	2
Clc1cccc(CCNCc2cccnc2)c1	-4	-7
O=S(=O)(F)CCSc1nc2ccccc2o1	3	15
c1cnc2nc(N3CCNCC3)oc2c1	.	-3
CC(C)(C)C1CCC(N2CCOCC2)CC1 (stereo not given)	-4	-4
O=C(COc1ccccc1)N1CCN(Cc2cccc([N+](=O)[O-])c2)CC1	4	3
COc1ccc(CC(=O)N2CCC3(C2)C(=O)Nc2ccc(OC)cc23)cc1 (stereo not given)	0	6
COc1ccc2c(c1)OC(=Cc1ccc(OC(=O)N(C)C)c(OC)c1)C2=O	-8	0
O=C1NC(=O)C(=Cc2ccc(-c3ccc([N+](=O)[O-])cc3)o2)C(=O)N1	15	.
Cn1cc(C(=O)Nc2ccc3c(c2)OCCO3)c2cccnc21	3	6
Cc1ccccc1CN1CCN(Cc2ccc3c(c2)OCO3)CC1	2	6
CN1CCN(Cc2ccccc2Br)CC1	-11	-5
O=C(C1CCC(=O)N1C1CCCCC1)N1CCC2(CC1)OCCO2 (stereo not given)	-16	-5
O=c1cccc2n1CC1CC2CN(Cc2ccc([N+](=O)[O-])cc2)C1 (stereo not given)	-1	7
Cc1ccc(N2CCN(CCc3ccccc3)CC2)cc1	-3	15
CCOc1ccc(C=C2CC3C4CCC5CCCCC5(C)C4CCC3(C)C2O)cc1 (stereo not given)	0	3
CC1CN(C)CCC1(O)c1ccccc1 (stereo not given)	-9	0
CC(=O)Nc1cc(C(=O)N2CCC3(CC2)OCCO3)ccc1Sc1ccc(C)cc1	-17	7
CC1(C)SC2C(N)C(=O)N2C1C(=O)O (stereo not given)	-2&8	.
C#CC1(OCC(O)CNC2CCCC2)CCCCC1 (stereo not given)	4	-1
Fc1ccccc1N1CCN(Cc2ccc(Cl)cc2)CC1	-16	-18
CCC1(C)CC(CCNCc2ccccc2)(c2ccc(OC)cc2)CCO1 (stereo not given)	-13	-2
Cn1cccc1C=C(C#N)C#N	.	0
Cn1cc(/C=C(\C#N)[N+](=O)[O-])c2ccccc21	0	11
CCC(=O)N1N=C2C3CCN(CC3)C2C1c1cc(OC)c(OC)c(OC)c1 (stereo not given)	-7	-1
Clc1ccc(CCNCc2cccnc2)c(Cl)c1	-2	-3

Next part, starting with the last 2 of the part before.
SMILES	Pf apPOL inh	mHTT CaM bind
CCC(=O)N1N=C2C3CCN(CC3)C2C1c1cc(OC)c(OC)c(OC)c1 (stereo not given)	-7	-1
Clc1ccc(CCNCc2cccnc2)c(Cl)c1	-2	-3
Cc1ccc2[nH]c(=S)n(-c3cccnc3)c(=O)c2c1	-8	.
COC(CSc1nc2cccc(F)c2c(=O)n1-c1ccc(C)c(C)c1)OC	-1	.
Cc1ccc(-c2nc(CN3CCN(C(=O)Cc4ccc(F)cc4)CC3)no2)cc1	5	2
Cc1ccc(-n2c(C)nc3ccccc3c2=O)cc1Cl	-4	-1
COc1cccc(C=C2Oc3cc(OC(=O)N(C)C)ccc3C2=O)c1OC	0	4
CC1CCN(c2cc(N3CCNCC3)c([N+](=O)[O-])cc2F)CC1	-11	26
C(=Nc1ncn[nH]1)Nc1ncn[nH]1	1	-3
O=[N+]([O-])C=Cc1ccc(Cl)cc1Cl	-8	.
CC(=O)Nc1ccc(S(=O)(=O)N2CC3CC(C2)c2cccc(=O)n2C3)cc1 (stereo not given)	7&1	-2&6
Cc1ccc(S(=O)(=O)NC(=O)N2CC3CC(C2)c2cccc(=O)n2C3)cc1 (stereo not given)	-3	-1
CCN1CC2(C)CCC(OC)C34C5CC6CCC(O)(C5C(=O)O6)C(C(OC(=O)c5ccccc5)C23)C14 (stereo not given)	-12	.
CCOc1ccc(CN2CCN(c3ccc(OC)cc3)CC2)cc1	-1	-2
O=[N+]([O-])c1ccc(NCCOc2ccccc2)c2ncccc12	0	5
CN(C)C(=S)SSC(=S)N(C)C	.	20
CCc1ccc(C(=O)CCN(C)C)cc1	-2	2
Cc1cccc(-n2c(/C=C/c3ccc([N+](=O)[O-])cc3)nc3ccccc3c2=O)c1	-4	6
Cc1nc(-c2ccccc2)sc1CC(=O)N1CCN(Cc2ccc3c(c2)OCO3)CC1	-1	30
COc1ccc(O)c(CN2CCN(Cc3ccccc3)CC2)c1	3	4
O=C(c1c[nH]c2ccc(S(=O)(=O)N3CCOCC3)cc2c1=O)N1CCC2(CC1)OCCO2	-4	2
COc1ccc(C=C2CC3C4CCC5CCCCC5(C)C4CCC3(C)C2=O)cc1 (stereo not given)	-11	-8
Brc1cccc(C2CC(c3cccnc3)Nc3nnnn32)c1 (stereo not given)	9	-3
O=C(COc1cccc(Cl)c1)N1CCCN(C2CCN(Cc3ccccc3)C2=O)CC1 (stereo not given)	0	75*
O=[N+]([O-])c1ccc(N2CCN(Cc3cccc(Cl)c3)CC2)cc1	-8	29
O=C(O)c1cn(Cc2cccc(F)c2)nn1	0	-12

The closing four entries of the section above come first, to join the parts:
SMILES	Pf apPOL inh	mHTT CaM bind
Brc1cccc(C2CC(c3cccnc3)Nc3nnnn32)c1 (stereo not given)	9	-3
O=C(COc1cccc(Cl)c1)N1CCCN(C2CCN(Cc3ccccc3)C2=O)CC1 (stereo not given)	0	75*
O=[N+]([O-])c1ccc(N2CCN(Cc3cccc(Cl)c3)CC2)cc1	-8	29
O=C(O)c1cn(Cc2cccc(F)c2)nn1	0	-12
COc1ccc2c(c1)C1(CCN(C(=O)NC(C)(C)C)C1)C(=O)N2C (stereo not given)	-8	-5
CN(C)C(=O)Oc1ccc2c(c1)OC(=CC=Cc1ccccc1)C2=O	-4&4	59*!
COc1cc2c(cc1OC)C(C(=O)Nc1cccnc1)C1CCCCN1C2=O (stereo not given)	-7	0
CCN1C(=O)C2(C(C(=O)OC)=C(N)Oc3c2oc(CO)cc3=O)c2ccccc21 (stereo not given)	-1	0
OCC(Cc1cnc[nH]1)NCc1ccccc1 (stereo not given)	-9	1
COc1ccc(N2CCN(Cc3cccc(Br)c3)CC2)cc1	-8	39
COc1ccc(OC)c(C=C2Oc3cc(OC(=O)N(C)C)ccc3C2=O)c1	-11	-12
O=C(Cc1ccccc1)N1CCN(Cc2ccc(Cl)cc2)CC1	-3	8
CCOC(=O)[C@]12Cc3cc(C)ccc3[C@H]1N(C)C(=O)c1ccccc12	-8	-14
O=[N+]([O-])/C=C/c1ccccc1OCc1ccc(Br)cc1	0	17
CN1CCN(Cc2ccc3c(c2)OCO3)CC1	-2	-4
COC(=O)CC(O)(CCC(C)(C)O)C(=O)OC1C(OC)=CC23CCCN2CCc2cc4c(cc2C13)OCO4 (stereo not given)	-3	.

High-throughput results: PubChem, University of Kansas High Throughput Screening Laboratory

These rows are one share of the data; the hit share may differ from the screen's.
